Vif-APOBEC3F blk: qHTS for Inhibitors of Vif-A3F Interactions: qHTS; Potency, µM (series often up to 46.1 µM), for the others: at the top dose activity, negative = active; 390,000 tested, 0.2% active; HeLa A3F-eYFP + Vif (tagged APOBEC3F with the HIV-1 protein that degrades it), YFP fluorescence increase; AID 602313, 2012; also: potency is read from the fitted curve at half-maximal effect; % of control where 0% means no effect; nearly all actives have a fitted effect of over 65% in size
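HeLa cells stably expressing Vif plus C-terminally eYFP-tagged A3F were seeded, incubated overnight at 37 deg C, dosed with compound, incubated overnight again at 37 deg C. Yellow fluorescence (Ex 488/Em 500-530) reported blocked Vif-mediated A3F-eYFP degradation.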
GRP78 ERSR act: qHTS for Inducers of the Endoplasmic Reticulum Stress Response (ERSR) in Human Glioma: qHTS | 420,000 tested, 0.02% active | AID 602332, 2012 | Potency, µM, for the others: at the top dose activation, usual class: activators | U87-MG GRP78 promoter luciferase reporter, 16 h; also: potency is read from the fitted curve at half-maximal effect; series mostly up to about 76 µM; % of control where 0% means no effect; nearly all actives have a fitted effect of over 35% in size
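Stably transfected U87-MG human glioma cells carrying a GRP78-based luminescent sensor were seeded at 1000 cells/well, pin-dosed with compounds and incubated 16 h. Luciferase reagent was then added, and end-point luminescence was read after 10 min at room temperature.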
D2 agonist: HTS Assay for Allosteric Agonists of the Human D2 Dopamine Receptor: Primary Screen for Agonists; HEK293 T-REx D2 cells, calcium flux agonist mode; 340,000 tested, 0.53% active; AID 485358, 2010; D(2) dopamine receptor (Homo sapiens), P14416; activation, % at 2 µM;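 active = activation over 3 SD above normal in the single-dose calcium agonist read, cut at about 30% in these data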; also: 0% is about no effect
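Tetracycline-induced HEK293 T-REx cells with force-coupled D2 receptor, plated overnight at 30 C, loaded with no-wash calcium dye. After a 10 s baseline, compound was pin-added and calcium flux read kinetically for 180 s; calcium rises flagged agonists.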
ERG Ets-DNA blk: qHTS for Small Molecule Inhibitors of the ERG Ets/DNA interaction; Transcriptional regulator ERG (Homo sapiens), P11308; fluorescence polarization, His-ERG Ets domain / labelled DNA; Potency, µM (doses to about 76.9 µM), inactives show top-dose FP activity, negative = inhibition, actives largely listed as inhibitors; 370,000 tested, 0.028% active; AID 624246, 2012; active = well fitted inhibition curve with a large enough effect in the polarisation, with a control signal flat; inconclusive = small, poorly fitted or top-dose-only effect, or effect the other way, or a change in a side signal; inactive = no such curve, though single readings can be large or run the other way; the % refers to the polarisation;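 also: polarization taken with two DNA probes labelled with fluorescein and Texas red; potency is read from the fitted curve at half-maximal effect; % of control where 0% means no effect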
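His-tagged ERG Ets domain (1 uM in the protein solution; 300mM KCl, 50mM Tris-HCl, 1mM EDTA, 1mM DTT, pH 7.5) received compound, then a probe mix of 5 nM fluorescein-DNA and 100nM Texas-615-DNA. Fluorescence polarization was read for both dyes.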
LDHA block: qHTS assay for inhibitors of human lactate dehydrogenase | 480,000 tested, 0.15% active | L-lactate dehydrogenase A chain (Homo sapiens), P00338 | purified LDHA, NADH/diaphorase-resazurin fluorescence; stronger effect = lower value | activity change, % (values are at about 110 or 230 µM) | AID 1347041, 2019; in the data active = activity change below about -30%; inconclusive = mostly about -25% to -30%;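 also: plate controls were DMSO wells for no effect and wells without enzyme for full effect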
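Resorufin fluorescence (ex540/em590), read at 0 and 20 min after diaphorase/resazurin addition, reports the NADH left after a 5 min room-temperature reaction of 2 nM human LDH5 with 0.06 mM NADH and 0.2 mM pyruvate.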
D2 antagonist: HTS Assay for Allosteric Antagonists of the Human D2 Dopamine Receptor: Primary Screen for Antagonists | HEK293 TREx D2 cells, calcium flux, dopamine EC80 | inhibition, % at 10 µM | 340,000 tested, 2% active | AID 485344, 2010; in the data active = inhibition above about 30%; also: 0% is about no effect
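In this primary screen, negative modulation is detected by tracking calcium flux after an EC80 dopamine challenge in inducible HEK293 T-REx D2 cells preexposed to test compound for 180 s.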
RGS4 inhibitor: Inhibitors of Regulator of G Protein Signaling (RGS) 4: qHTS | Regulator of G-protein signaling 4 (Homo sapiens), P49798 | Transcreener GDP fluorescence polarization, RGS4-accelerated GTP hydrolysis | Potency, µM (highest dose often 114 µM), for the others: at the highest dose activity change, negative = inhibition, usual class: inhibitors | 390,000 tested, 0.039% active | AID 504845, 2011; also: potency is read from the fitted curve at half-maximal effect; % is scaled to controls: 0 for no effect and ±100 for the full control effect; nearly all actives have a fitted effect of over 75% in size; some results filed as inactive show a strong effect at the top dose
Target sequence (P49798 whole entry, looked up): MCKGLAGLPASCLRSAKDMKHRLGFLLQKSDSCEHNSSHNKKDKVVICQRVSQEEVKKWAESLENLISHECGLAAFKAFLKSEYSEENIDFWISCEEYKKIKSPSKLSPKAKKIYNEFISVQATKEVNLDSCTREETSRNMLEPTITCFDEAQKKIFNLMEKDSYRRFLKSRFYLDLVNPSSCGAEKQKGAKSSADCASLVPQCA
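MLSMR compounds (23 nl, pin-transferred) preincubated 10 min at room temperature with a 500nM (2x) first reagent, then RGS4 at 900nM (2x) plus Transcreener GDP mix added; fluorescence polarization (620/688 nm) read before and after 90 min at 30 °C.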
Vif-APOBEC3G blk: qHTS for Inhibitors of Vif-A3G Interactions: qHTS; DNA dC->dU-editing enzyme APOBEC-3G (Homo sapiens), Q9HC16; HeLa A3G-eYFP + Vif (tagged APOBEC3G with the HIV-1 protein that degrades it), YFP fluorescence, overnight; Potency, µM (top dose mostly 46.1 µM), for the others: top-dose activity, negative = active, actives largely listed as inhibitors; 410,000 tested, 0.076% active;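 also: potency is read from the fitted curve at half-maximal effect; % is scaled to controls: 0 for no effect and ±100 for the full control effect; nearly all actives have a fitted effect of over 60% in size; hits raise eYFP signal because A3G escapes Vif-driven loss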
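HeLa cells stably expressing Vif and C-terminally eYFP-tagged A3G, seeded overnight at 37 deg C, then exposed to compound by pintool overnight at 37 deg C. Rise in yellow fluorescence (Ex 488/Em 500-530, Acumen) marks blocked Vif-driven A3G degradation.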
ALOX12 inh: Primary qHTS assay for inhibitors of human arachidonate 12S-lipoxygenase (ALOX12): Round 2. Potency, µM (series often up to 108 µM), for the others: at the top dose activity change, negative = inhibition, hits mostly inhibitors. AID 1671190, 2021. purified 12hLO, xylenol orange hydroperoxide absorbance. 580,000 tested, 1.1% active; also: potency is read from the fitted curve at half-maximal effect; % is scaled to controls: 0 for no effect and ±100 for the full control effect
Target sequence (P18054 whole entry, looked up): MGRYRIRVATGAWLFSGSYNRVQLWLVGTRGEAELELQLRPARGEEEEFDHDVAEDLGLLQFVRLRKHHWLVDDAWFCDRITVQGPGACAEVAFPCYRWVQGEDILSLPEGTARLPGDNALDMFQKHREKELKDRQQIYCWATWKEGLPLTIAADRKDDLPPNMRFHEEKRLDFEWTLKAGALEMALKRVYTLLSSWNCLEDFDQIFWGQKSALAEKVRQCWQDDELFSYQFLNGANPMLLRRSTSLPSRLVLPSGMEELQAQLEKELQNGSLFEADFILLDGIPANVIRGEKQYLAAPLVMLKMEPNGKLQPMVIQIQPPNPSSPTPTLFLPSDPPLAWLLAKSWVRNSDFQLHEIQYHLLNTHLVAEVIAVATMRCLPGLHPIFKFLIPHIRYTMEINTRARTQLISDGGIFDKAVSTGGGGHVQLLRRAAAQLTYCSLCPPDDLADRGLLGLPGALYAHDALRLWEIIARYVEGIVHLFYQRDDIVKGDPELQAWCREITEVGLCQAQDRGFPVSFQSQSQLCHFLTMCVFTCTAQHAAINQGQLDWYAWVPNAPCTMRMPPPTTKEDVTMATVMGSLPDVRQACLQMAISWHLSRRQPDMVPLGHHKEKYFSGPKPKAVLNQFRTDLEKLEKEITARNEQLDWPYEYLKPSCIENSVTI
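Purified human 12hLO (150 nM final) in 25 mM Hepes, 0.01% Triton X-100, pH 7.0 was preincubated 15 min at room temperature with compound. Then 40 uM arachidonic acid was added, 30 min. Hydroperoxide was read by Fe-XO absorbance ratio 573/405 nm.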
The depositor's hits bear a star; ? = inconclusive; · = no result given; [ ] = dose if it differs, or a comment. Unless noted, calls follow the shape of the dose curve; as a rule, active = well fitted curve in the direction sought with a large enough effect; inconclusive = small, poorly fitted or top-dose-only effect, or another doubt; inactive = no such curve, though single readings can be large; an effect the other way counts as inactive or inconclusive.

SMILES | Vif-APOBEC3F blk | GRP78 ERSR act | D2 agonist | ERG Ets-DNA blk | LDHA block | D2 antagonist | RGS4 inhibitor | Vif-APOBEC3G blk | ALOX12 inh
COc1ccc(C2C(C(=O)NCc3ccccn3)c3cc(OC)c(OC)cc3C(=O)N2C)cc1 (configuration not stated) | -3% | 2% | -0.3 | 7% | -6 | -6 | 15% | 0% | 0%
Cn1c(=NC(=O)CS(=O)(=O)c2ccccc2)sc2cc([N+](=O)[O-])ccc21 | -6% | 2% | -0.6 | -1% | -10 | -3 | -7% | -4% | -8%
CCC(C)NC(=O)CS(=O)(=O)Cc1nc(-c2cccc(OC)c2)oc1C (configuration not stated) | -9% | 1% | 0.6 | -3% | 0 | -14 | 16% | 1% | 16%
CC(=O)Nc1ccc(Nc2ncc([N+](=O)[O-])c(Nc3ccc(NC(C)=O)cc3)n2)cc1 | · | -9% | -0.2 | -5% | 0 | -20 | 3% | 0% | ?
Cc1ccccc1CC1C(=O)Nc2ccc(Br)cc21 (configuration not stated) | · | · | -2.3 | -3% | 0 | · | 17% | · | 7%
CC(=O)c1ccc(N2CCN(C(=O)Cc3ccccc3)CC2)c(F)c1 | 11% | -4% | -0.7 | -15% | -1 | 14 | -1% | 2% | 0%
O=C1N(CCCN2C(=O)C3(OCCO3)c3ccccc32)c2ccccc2C12OCCO2 | -1% | -3% | -0.5 | -17% | 5 | 3 | 5% | -5% | 0%
CCOC(=O)c1cc(NC(=O)c2ccccc2)c(=O)oc1C(F)(F)F | ? | 1% | 0.2 | -1% | -3 | -3 | -23% | 1% | -1%
CC(C)CN1C=C2C(=O)C(C)(OC(=O)CCc3ccccc3)C(=O)C=C2C=C1c1ccc(C#N)cc1 (configuration not stated) | 0% | -4% | -0.1 | 7% | -15 | -7 | -27% | -3% | ?
CCN(CC)S(=O)(=O)c1cccc(C(=O)Nc2nncs2)c1 | 1% | -1% | 0.6 | 6% | -2 | 6 | -22% | 2% | -25%
COc1ccc(C(=O)Nc2ccnn2C2CCN(Cc3ccc4nonc4c3)CC2)cc1 | 3% | -2% | 0.2 | 0% | -1 | 12 | -2% | 5% | -1%
CC(=O)C1=C(C)Nc2ncnn2C1c1ccccc1OCc1ccccc1 (configuration not stated) | 1% | 1% | -0.4 | -5% | -1 | 11 | -15% | 1% | 9%
CCN(CCn1cccn1)Cc1nc(-c2ccc(OC)cc2)no1 | 19% | -2% | · | 0% | -2 | -8 | 3% | -1% | 0%
Cc1ccc2c(CC(=O)NCC(C)(C)N3CCOCC3)coc2c1 | -3% | -4% | 0.2 | 6% | 3 | 2 | -8% | -8% | -20%
COc1cc(CN(C)CC(=O)c2[nH]c(C)c(C(C)=O)c2C)ccc1OC(F)F | 3% | -5% | 0.6 | 0% | -7 | -11 | ? | 0% | -28%
COc1cccc(NC(=O)CN2CCN(c3nc(-c4cccc(OC)c4)cs3)CC2)c1 | 11% | -3% | 0.8 | 8% | -4 | -13 | -20%[11.4 µM] | 0% | -3%
COc1ccccc1N1CCN(C(=O)C2CCN(S(=O)(=O)c3ccc(C)cc3)CC2)CC1 | 7% | 7% | -0.3 | -1% | -13 | -2 | ? | -1% | ?
COc1ccc(NC2CCCN(C(=O)C3(C)CCCCC3)C2)cc1 (configuration not stated) | -10% | 3% | 0.0 | -4% | 4 | 3 | -5% | 1% | 41%[activator]
Cc1nnc(SCC(=O)NCCc2ccccc2)s1 | -1% | -3% | -0.2 | -8% | -4 | 3 | 6% | 3% | -5%
Cc1ccc(C(=O)NCC(=O)N2CCN(S(=O)(=O)c3cccs3)CC2)s1 | 5% | -5% | 1.2 | 9% | 3 | -11 | -10% | 6% | 3%
COc1cc(C(=O)OCC(C)=O)c([N+](=O)[O-])cc1OC | 3% | -1% | 0.7 | -3% | -4 | -5 | 10% | -1% | -1%
CCOC(=O)Nc1ccc2c(c1)N(C(=O)CCN1CCN(C)CC1)c1ccccc1S2 | 4% | -4% | -0.3 | -3% | -6 | -11 | -27% | 0% | ?
Cn1cnc(S(=O)(=O)Nc2ccc(OC(F)(F)F)cc2)c1 | 2% | -1% | 0.6 | 2% | -5 | -2 | -18% | -4% | 6%
CCOC(=O)c1cc(C#N)c(N2CCN(C(=O)c3ccccc3)CC2)nc1C(F)(F)F | 1% | -5% | 0.1 | 0% | 0 | 10 | -24% | 0% | 0%
O=C(c1ccc(Cl)s1)N1CCCC1 | -12% | -2% | 0.3 | -6% | -5 | 5 | -2% | 0% | 27%
CC(=O)N1CCN(C(=O)c2ccc3c(c2)OCCO3)CC1 | -9% | -3% | 0.3 | -3% | -1 | 4 | -9% | 6% | 0%
CCOc1ccc(S(=O)(=O)N2CCOCC2)cc1NC(=O)CSCC(=O)Nc1cccc(C)c1 | -2% | -4% | -0.9 | -4% | -3 | -8 | -8% | 0% | ·
O=C(NCc1cccnc1)/C(=N\O)c1ccccc1 | · | 0% | 1.3 | -8% | -10 | 7 | -27% | 1% | -3%
O=[N+]([O-])c1ccc(/C=N/NC(=S)Nc2ccccc2)o1 | 0% | -3% | -0.9 | 0% | -1 | -20 | -11% | -14% | -23%
O=C(Nc1ccc(-c2cn3ccsc3n2)cc1)c1ccc(F)c(S(=O)(=O)N2CCOCC2)c1 | 0% | -5% | 0.3 | -6% | -12 | -4 | -18% | -15% | 0%
CC(C)C(C(=O)Nc1ccc2c(c1)OCO2)N1C(=O)c2ccccc2C1=O (configuration not stated) | 3% | -2% | 0.0 | -3% | 1 | 4 | -16% | 0% | -10%
Cc1ccc(Cn2c(=O)n(CC3CCC(C(=O)N4CCOCC4)CC3)c(=O)c3sccc32)cc1 (configuration not stated) | 2% | -2% | -0.9 | 0% | -4 | · | 7% | 2% | -6%
CCn1cc(CCC(=O)NCCc2ccccc2)c2ccccc21 | -21% | 2% | -0.3 | 8% | -3 | -7 | -18%[56.9 µM] | -21% | 0%
Cc1ccc(C)c(-n2c(-c3ccco3)n[nH]c2=S)c1 | ? | -2% | · | 13% | -7 | · | -16% | 0% | -53%
COc1ccccc1C(=O)Nc1ccc(S(=O)(=O)N2CCC(C)CC2)cc1 | -8% | -6% | -0.2 | 8% | -3 | 6 | -3% | 0% | 4%
Cc1ccc(S(=O)(=O)N(C)CC(=O)OCC(=O)NC(c2ccccc2)c2ccccc2)cc1 | -7% | 1% | 0.9 | -1% | -14 | -9 | 2% | 0% | -3%
CC(=O)Nc1ccc(NC(=O)c2c(C)nn(Cc3ccccc3)c2Cl)cc1 | 11% | -5% | 23 | 21% | -2 | 9 | 5% | 2% | 0%
COc1ccc(-n2ncc(C(C)NS(=O)(=O)c3cccs3)c2C)cc1 (configuration not stated) | 0% | 1% | -3.6 | 2% | -1 | -2 | -4% | 2% | 1%
CC(C)NC(=O)N(C)C[C@H]1Oc2ccc(NS(=O)(=O)c3cccs3)cc2C(=O)N([C@H](C)CO)C[C@@H]1C | -7% | -2% | · | 3% | 5 | · | -3% | 3% | -4%
Cc1ccnc(NC(=O)c2cccc(NC(=O)c3ccc(Cl)cc3)c2)c1 | 8% | 2% | · | -7% | -5 | · | -23%[56.9 µM] | 1% | 44%[activator]
COC(=O)c1cc(C(=O)OCC(=O)c2ccc[nH]2)cc([N+](=O)[O-])c1 | -2% | -2% | 0.0 | 8% | -5 | 0 | 13% | 1% | ?
OC(CN1CCN(Cc2ccccc2)CC1)Cn1c2ccccc2c2ccccc21 (configuration not stated) | ? | -4% | 1.3 | 3% | -3 | -3 | 43% | 1% | ?
Cc1ccc(S(=O)(=O)c2c(C)cc(C)nc2N2CCCC2)cc1 | ? | 1% | -1.6 | 8% | 0 | -10 | -6% | -7% | -2%
CCN(CC)c1ccc(C=Nc2ccccc2C)c(O)c1 | 4% | -3% | -0.6 | 1% | 24 | 14 | -3% | -4% | -24%
CCOC(=O)c1sc2nccc(N(C)C)c2c1N=CN(C)C | 3% | -4% | -0.4 | 0% | -8 | 0 | -33% | 0% | 12%
CCOc1ccc(C2CC(=O)c3c([nH]c(C(=O)OCCOc4ccccc4)c3C)C2)cc1 (configuration not stated) | -2% | 7% | 1.8 | -5% | -12 | · | 21% | -7% | -24%
COC(=O)CSc1nc(NC#N)nc(NC(C)C)n1 | -2% | 0% | -1.3 | 9% | -4 | 3 | -19% | -1% | ·

Assay outcomes as filed in PubChem.

Only part of the results is shown, so the mix of outcomes need not match the whole.
